CD11b adhes enh = enhancers of CD11b/CD18 adhesion to fibrinogen, primary screen, K562 cells, luminescence. ATPlite luminescence. Integrin beta-2 (Homo sapiens) + Integrin alpha-M (Homo sapiens), P05107+P11215. 0.07% of 93,000 active. activation, % at 10 µM;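 active = 10 µM primary screen giving 50% or more activity, confirmed by 40% or more on retest at that dose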; note: strong numbers were not always called active; reference of the scale not given here
Target sequence (P05107 whole entry, looked up, other chains not shown): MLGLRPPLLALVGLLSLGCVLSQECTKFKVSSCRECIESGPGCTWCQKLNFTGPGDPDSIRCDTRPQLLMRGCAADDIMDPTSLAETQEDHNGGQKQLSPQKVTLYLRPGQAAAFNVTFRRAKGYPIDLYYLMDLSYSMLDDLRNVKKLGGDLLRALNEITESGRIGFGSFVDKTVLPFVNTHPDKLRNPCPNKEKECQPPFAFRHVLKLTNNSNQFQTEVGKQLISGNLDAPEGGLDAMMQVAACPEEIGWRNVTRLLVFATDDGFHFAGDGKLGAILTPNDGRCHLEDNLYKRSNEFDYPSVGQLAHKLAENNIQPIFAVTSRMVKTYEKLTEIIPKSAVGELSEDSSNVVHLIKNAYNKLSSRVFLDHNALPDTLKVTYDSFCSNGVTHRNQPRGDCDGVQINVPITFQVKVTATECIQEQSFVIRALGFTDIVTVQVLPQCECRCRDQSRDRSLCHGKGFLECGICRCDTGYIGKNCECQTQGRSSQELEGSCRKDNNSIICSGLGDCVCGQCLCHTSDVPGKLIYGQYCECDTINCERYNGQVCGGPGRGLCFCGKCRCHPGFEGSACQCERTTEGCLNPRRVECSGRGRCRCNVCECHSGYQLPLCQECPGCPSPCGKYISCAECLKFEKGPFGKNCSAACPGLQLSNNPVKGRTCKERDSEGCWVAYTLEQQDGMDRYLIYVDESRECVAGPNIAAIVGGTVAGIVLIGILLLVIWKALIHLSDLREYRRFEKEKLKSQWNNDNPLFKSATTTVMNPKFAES
Mac1 fbg inh = inhibitors of CD11b/CD18 adhesion to fibrinogen, primary screen, K562 cells, luminescence; Integrin beta-2 (Homo sapiens) + Integrin alpha-M (Homo sapiens), P05107+P11215; ATPlite luminescence; Mn2+ added to activate the integrin; inhibition, % at 10 µM; 0.54% of 93,000 active; AID 1497, 2009;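 active = primary inhibition of 50% or more at 10 µM, then 40% or more on retest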; note: some results filed as inactive read as strong as hits
* marks the source's active call; other numbers are inactive results. An excerpt. The share of hits here may be higher or lower than overall.

The opening twelve compounds, ahead of the listing:
#1 O=C(CN1N=C(c2ccc(Cl)cc2)CCC1=O)NCCN1CCc2ccccc2C1
#2 CCOC(=O)/C(=C/c1ccccc1)NC(=O)c1ccco1
#3 Cc1cc2nc(Sc3c([N+](=O)[O-])nc(C)n3Cc3ccccc3)[nH]c2cc1C
#4 COc1ccccc1NC(=O)COc1ccccc1C(=O)c1cnn(-c2ccccc2)c1
#5 Cc1c(C(=S)Nc2ccccc2)cnn1-c1ccc([N+](=O)[O-])cc1
#6 COc1ccc(NC(=O)c2ccc(C)o2)c([N+](=O)[O-])c1
#7 O=C(COc1ccccc1-c1ccccc1)c1ccccc1
#8 COc1ccc2oc(-c3ccc(NC(=O)c4ccc(N5CCOCC5)c([N+](=O)[O-])c4)cc3)nc2c1
compound no.	1	2	3	4	5	6	7	8
CD11b adhes enh	1	8	-2	0	1	-1	-1	13
Mac1 fbg inh	32	-4	-4	6	13	-10	18	84

#9 COc1cc(/C=N/OCC(=O)NC23CC4CC(CC(C4)C2)C3)ccc1OCc1ccccc1
#10 O=C(CSc1ccccc1Cl)NC1CCCc2ccccc21 (stereo not drawn)
#11 COc1ccc2oc(=Nc3ccccc3)c(-c3nc4ccccc4[nH]3)cc2c1
#12 CCOC(=O)c1c(Cc2cccc(Cl)c2)c[nH]c1C
compound no.	9	10	11	12
CD11b adhes enh	4	6	8	-6
Mac1 fbg inh	35	-6	15	64

Main list, from the first entry:
#1 O=C(CN1N=C(c2ccc(Cl)cc2)CCC1=O)NCCN1CCc2ccccc2C1
#2 CCOC(=O)/C(=C/c1ccccc1)NC(=O)c1ccco1
#3 Cc1cc2nc(Sc3c([N+](=O)[O-])nc(C)n3Cc3ccccc3)[nH]c2cc1C
#4 COc1ccccc1NC(=O)COc1ccccc1C(=O)c1cnn(-c2ccccc2)c1
#5 Cc1c(C(=S)Nc2ccccc2)cnn1-c1ccc([N+](=O)[O-])cc1
#6 COc1ccc(NC(=O)c2ccc(C)o2)c([N+](=O)[O-])c1
compound no.	1	2	3	4	5	6
CD11b adhes enh	1	8	-2	0	1	-1
Mac1 fbg inh	32	-4	-4	6	13	-10

#7 O=C(COc1ccccc1-c1ccccc1)c1ccccc1
#8 COc1ccc2oc(-c3ccc(NC(=O)c4ccc(N5CCOCC5)c([N+](=O)[O-])c4)cc3)nc2c1
#9 COc1cc(/C=N/OCC(=O)NC23CC4CC(CC(C4)C2)C3)ccc1OCc1ccccc1
#10 O=C(CSc1ccccc1Cl)NC1CCCc2ccccc21 (stereo not drawn)
#11 COc1ccc2oc(=Nc3ccccc3)c(-c3nc4ccccc4[nH]3)cc2c1
#12 CCOC(=O)c1c(Cc2cccc(Cl)c2)c[nH]c1C
compound no.	7	8	9	10	11	12
CD11b adhes enh	-1	13	4	6	8	-6
Mac1 fbg inh	18	84	35	-6	15	64

#13 CCOCCOC(=O)c1ccc(NC(=O)c2cc(OC)c(OC)c(OC)c2Br)cc1
#14 Fc1ccc(N2CCN(Cc3nnc(-c4ccccc4)o3)CC2)cc1
#15 CC(=O)Nc1ccccc1OCC(=O)NC(C)c1ccc(F)cc1 (stereo not drawn)
#16 Cc1cc(C)cc(NCCC#N)c1
#17 O=C(COC(=O)Cc1ccsc1)NC(c1ccccc1)c1ccccc1
#18 Cc1ccc(Oc2nc(CN3CCOCC3)nc3sc4c(c23)CCC(C)C4)cc1 (stereo not drawn)
compound no.	13	14	15	16	17	18
CD11b adhes enh	-1	1	-2	4	6	5
Mac1 fbg inh	11	-13	-3	-6	5	15

One compound at a time (already shown). Order of values: CD11b adhes enh, Mac1 fbg inh
O=C(COC(=O)Cc1ccsc1)NC(c1ccccc1)c1ccccc1 reads 6, 5
Fc1ccc(N2CCN(Cc3nnc(-c4ccccc4)o3)CC2)cc1 reads 1, -13

New compounds follow
#19 Cc1ccc(Cn2c(=N)n(CC(=O)c3ccc([N+](=O)[O-])cc3)c3ccccc32)cc1
#20 O=C(NC1CCCCC1)c1ccccc1-c1ccccc1
#21 CC(C)c1ccccc1NC(=O)C1CN(S(=O)(=O)c2ccccc2)CCN1S(=O)(=O)c1ccccc1 (stereo not drawn)
#22 CN(C)c1oc(/C=C/c2ccccc2)nc1C#N
#23 CCOc1cc(Br)c(Br)c(C=Nc2ccc(NC(C)=O)cc2)c1O
#24 COc1cc(OC)cc(C(=O)N(CCCN2C(=O)c3cccc4cccc(c34)C2=O)c2cccc(OC)c2)c1
compound no.	19	20	21	22	23	24
CD11b adhes enh	20	4	3	3	-4	1
Mac1 fbg inh	6	-12	10	5	-27	11

#25 O=C(NCc1ccco1)c1ccc(COc2cc(Cl)ccc2Cl)cc1
#26 O=C1NC(=Nc2ccccc2)/C(=C/c2ccco2)S1
#27 CCOc1ncccc1C(=O)OCc1ccc(C#N)cc1
#28 C/C(=N\NC(=O)c1ccc(CSc2nncn2C)cc1)c1ccc(C#N)cc1
#29 Fc1cccc(NC(=S)NCC(c2cccnc2)N2CCOCC2)c1 (stereo not drawn)
#30 COC(=O)C(C)(C)ONC(=O)Nc1ccc(C)cc1
compound no.	25	26	27	28	29	30
CD11b adhes enh	-1	8	1	3	2	1
Mac1 fbg inh	8	-4	-2	0	-8	3

#31 COc1ccc(CCNc2oc(-c3ccc(OC)c(OC)c3)nc2P(=O)(OC)OC)cc1OC
#32 CC(=O)c1cc2c(cc1NC(=O)CSc1nc3ccccc3[nH]1)OCO2
#33 CCc1sc(N(C(=O)Cc2ccccc2)c2ccccc2F)nc1-c1ccc(C)cc1
#34 O=C(COC(=O)COc1ccc(Cl)cc1)NCc1cccs1
#35 COc1cccc(N(C(=O)C2COc3ccccc3O2)C(C(=O)NC2CCCCC2)c2ccc(O)cc2)c1 (stereo not drawn)
#36 O=C(CN1CCCc2ccccc21)N/N=C/c1c(O)ccc2ccccc12
compound no.	31	32	33	34	35	36
CD11b adhes enh	-5	0	-3	3	-1	-9
Mac1 fbg inh	-14	6	-9	1	-5	8

#37 Cc1cc(C)cc(OCC(=O)OCC(=O)NCc2cccs2)c1
#38 S=C(Nc1cccnc1)NC1CCCC1
#39 Cc1ccc(S(=O)(=O)N/N=C/c2cccc([N+](=O)[O-])c2)cc1
#40 O=C(CSc1n[nH]c(-c2ccccc2Br)n1)NCCN1C(=O)CSC1=O
#41 COc1ccc(C(=O)Oc2cc3c4c(c2)C(C)=CC(C)(C)N4C(=O)C3=O)cc1OC
#42 O=C(Cc1ccc([N+](=O)[O-])cc1)Nc1ccc(O)cc1C(=O)O
compound no.	37	38	39	40	41	42
CD11b adhes enh	0	-2	-2	2	-2	1
Mac1 fbg inh	10	-7	8	-4	34	-28

#43 Cc1cccc(N(CC(=O)Nc2ccccc2-c2ccccc2)S(=O)(=O)c2ccccc2)c1C
#44 CC(C)CC(C(=O)OCC(=O)Nc1cccc(Cl)c1)N1C(=O)C2CC=CCC2C1=O (stereo not drawn)
#45 COc1ccc(C(=O)NCC(=O)N=Nc2c(O)n(Cc3ccccc3)c3ccccc23)cc1OC
#46 Cc1cc(C)cc(NC(=O)CSc2ccc(-c3cccs3)nn2)c1
#47 COc1ccc(S(=O)(=O)N(CC(=O)Nc2ccc(S(=O)(=O)N3CCOCC3)cc2)c2ccccc2)cc1
#48 O=C(Nc1ccc(C(F)(F)F)cc1)c1cc(S(=O)(=O)NCC2COc3ccccc3O2)ccc1F (stereo not drawn)
compound no.	43	44	45	46	47	48
CD11b adhes enh	-2	5	17	-1	-6	-5
Mac1 fbg inh	3	16	8	62	18	78

#49 O=C(N/N=C/c1ccccc1)c1c(O)c2ccccc2[nH]c1=O
#50 Cc1cc([N+](=O)[O-])ccc1NC(=O)C1CCCO1 (stereo not drawn)
#51 COc1cc(C(=O)Nc2nc(-c3ccc(Cl)cc3)c(C)s2)ccc1OCC(=O)Nc1ccc(F)cc1
#52 Cc1ccc(NC(=O)C2CCCO2)cc1[N+](=O)[O-] (stereo not drawn)
#53 O=C(NCC(c1cccs1)N1CCOCC1)c1cccc([N+](=O)[O-])c1 (stereo not drawn)
#54 Cc1cc(F)ccc1NCC(=O)Nc1ccc(Br)cc1C
compound no.	49	50	51	52	53	54
CD11b adhes enh	-1	2	2	10	-1	12
Mac1 fbg inh	-15	24	1	-3	-5	-1

#55 COC(=O)Cc1ccc(NC(=S)N2CCCC(CO)C2)cc1 (stereo not drawn)
#56 Cc1ccc(S(=O)(=O)CCC(=O)NCc2ccc(Cl)cc2)cc1
#57 COCCCNC(=O)CNC(=S)N(Cc1cc(OC)c(OC)c(OC)c1)C1CCCC1
#58 O=C(/C=C/Nc1ccccc1C(=O)O)c1cccs1
#59 O=C(NCc1ccccn1)c1ccc(CNS(=O)(=O)c2ccc(F)cc2)cc1
#60 NC1=NC(=O)/C(=C/c2ccccc2OS(=O)(=O)c2ccc3ccccc3c2)S1
compound no.	55	56	57	58	59	60
CD11b adhes enh	-2	-3	0	-6	-2	110
Mac1 fbg inh	36	0	-16	0	-5	-12

#61 CN(CC(=O)Nc1ccccc1Oc1ccccc1)Cc1ccccc1F
#62 Cc1ccc(CNC(=O)CSc2ccc(-c3ccco3)nn2)cc1
#63 CC(Sc1nncn1C)C(=O)Nc1ccc(Cl)cn1 (stereo not drawn)
#64 COc1cc(SC)ccc1C(=O)NCc1ccccc1
#65 COc1ccc(-c2cc(C(F)(F)F)nc(-n3ccnc3C)n2)cc1
#66 Cc1ccc(C(=O)NCC(=O)OCC(=O)c2ccc(C)c([N+](=O)[O-])c2)cc1
compound no.	61	62	63	64	65	66
CD11b adhes enh	17	10	0	-5	6	0
Mac1 fbg inh	54	-2	-7	14	-8	2

#67 COc1ccc(C(C)(C)C)cc1NC(=O)CNc1cccc2ccccc12
#68 CC1(C)C(=O)C2(CCCCC2)C(=O)OC1c1cccn1-c1ccc([N+](=O)[O-])cc1 (stereo not drawn)
#69 Cc1ccc(C2(O)CN(c3ccccc3)C3=[N+]2CCS3)cc1 (stereo not drawn)
#70 CCOC(=O)/C=c1\s/c(=C\c2ccc(C(F)(F)F)cc2)c(=O)n1CC(=O)NCc1ccco1
#71 CCCCCc1nnc(NC(=O)Cn2cnc3ccccc3c2=O)s1
#72 O=S1(=O)C[C@H]2NC(=S)N(c3ccccc3)[C@H]2C1
compound no.	67	68	69	70	71	72
CD11b adhes enh	3	-2	0	54	1	0
Mac1 fbg inh	13	3	-10	0	2	5

#73 O=C(Nc1ccc(Cl)cc1)Nc1nnc(SCc2ccccc2)s1
#74 Cc1ccc(-c2csc(/C(C#N)=C/Nc3ccc4c(c3)OCCO4)n2)cc1
#75 O=C(CNC(=O)c1ccc2c(c1)OCCO2)N/N=C/c1ccc(O)cc1O
#76 O=C(c1cc([N+](=O)[O-])cc([N+](=O)[O-])c1)N(c1ccccn1)c1ccccn1
#77 COc1cc2c(cc1OC)C(C)N(C(=S)Nc1ccccc1)CC2 (stereo not drawn)
#78 Cc1ccc(N2C(=O)[C@@H]3C(C(=O)CCN4C(=O)c5ccccc5C4=O)=NN[C@@H]3C2=O)cc1
compound no.	73	74	75	76	77	78
CD11b adhes enh	48	22	-2	9	6	2
Mac1 fbg inh	-6	-21	-2	-14	5	21

#79 CCCOc1ccc(C(=O)Nc2c[nH]c(=O)[nH]c2=O)cc1
#80 CCOC(=O)c1ccc(-c2ccc(/C=N/NC(=O)CN(c3ccccc3Cl)S(C)(=O)=O)o2)cc1
#81 Cc1cc(C)nc(SCC(=O)Nc2nc(-c3ccccc3)c(-c3ccccc3)o2)n1
#82 CCCC(=O)N=C1SC2CS(=O)(=O)CC2N1c1ccc(-c2nc3ccc(C)cc3s2)cc1 (stereo not drawn)
#83 Cc1ccc(S(=O)(=O)N2CCN(c3ccc([N+](=O)[O-])c4cccnc34)CC2)cc1
#84 CC1CCCN(c2ccc(C(=O)NCc3ccc4c(c3)OCO4)cc2[N+](=O)[O-])C1 (stereo not drawn)
compound no.	79	80	81	82	83	84
CD11b adhes enh	-5	-4	1	5	8	4
Mac1 fbg inh	-1	45	12	14	-6	8

#85 COc1ccc(/C=N/N=C2/NC(=O)C(CC(=O)O)S2)cc1OCc1ccc(Cl)cc1Cl (stereo not drawn)
#86 CS(=O)(=O)NCC(c1ccco1)N1CCN(c2ccc(F)cc2)CC1 (stereo not drawn)
#87 C/C(=N\NC(=O)CN1CCN(Cc2ccc(C)cc2)CC1)c1ccncc1
#88 CC1(C)CC(C)(O)N(Cc2ccccc2)C(=S)N1 (stereo not drawn)
#89 O=C(/C=C/c1cccc([N+](=O)[O-])c1)NCc1ccco1
#90 COc1cc(SC#N)ccc1N=Cc1c(C)[nH]n(-c2ccc(C)cc2)c1=O
#91 COc1ccc(C(=O)N[C@H](C(=O)OCC(=O)NC(=O)c2cccn2C)C(C)C)cc1
#92 O=C(COc1ccc(Br)cc1)N1CCN(c2ccc([N+](=O)[O-])c(N3CCCCC3)c2)CC1
compound no.	85	86	87	88	89	90	91	92
CD11b adhes enh	11	1	2	-3	-3	3	-2	-2
Mac1 fbg inh	-11	-9	-5	-6	2	-23	17	11

Source: PubChem (Sanford-Burnham Center for Chemical Genomics)
